Source: PubChem
PMI act hi M6P: PMI (human) activation, high substrate. 190,000 tested, 0.34% active. P34949. AID 1216. coupled PMI enzyme assay, resazurin fluorescence, 20 min; active compounds read high; 1 = untreated enzyme, 0 = substrate-free blank. activation factor at 20 µM;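 active = activation factor of 2 or more at 20 µM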
Target sequence (P34949 whole entry, looked up): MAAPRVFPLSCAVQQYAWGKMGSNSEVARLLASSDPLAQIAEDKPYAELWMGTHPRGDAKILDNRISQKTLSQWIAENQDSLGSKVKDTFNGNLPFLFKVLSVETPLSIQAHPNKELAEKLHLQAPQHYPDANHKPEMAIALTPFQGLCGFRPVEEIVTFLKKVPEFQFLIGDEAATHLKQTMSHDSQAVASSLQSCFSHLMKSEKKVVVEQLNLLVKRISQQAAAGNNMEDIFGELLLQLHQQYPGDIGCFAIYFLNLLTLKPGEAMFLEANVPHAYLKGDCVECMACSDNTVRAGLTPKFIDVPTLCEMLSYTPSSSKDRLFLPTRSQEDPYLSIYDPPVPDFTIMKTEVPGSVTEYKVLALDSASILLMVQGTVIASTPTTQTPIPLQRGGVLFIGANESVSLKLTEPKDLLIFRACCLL
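assay system = human phosphomannose isomerase with PGI, G6PDH, diaphorase coupling enzymes | quantity = 15 ng/mL PMI | incubation = enzyme reaction with compound 20 min at room temperature | medium = HEPES pH 7.4 buffer with MgCl2 and Tween-20 | compound dosing = one concentration, 20 µM, in 1% DMSO | measured by = Diaphorase-driven resazurin-to-resorufin fluorescence, excitation 544, emission 590 nm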
TLR4 MyD88 comp: TLR4-MyD88 interaction inhibition in cells | O00206+Q99836 | HeLa CL3-4 TLR4/MyD88 BLA complementation, FRET ratio | inhibition, % at 8.4 µM | 200,000 tested, 0.18% active | AID 861; in the data active = inhibition above about 25%;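 note: 0% = vehicle and 100% = reference inhibitor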
PMI activator: phosphomannose isomerase (human) activation. P34949. purified human PMI, coupled resazurin fluorescence, 20 min; active compounds read high; 1 = vehicle control, 0 substrate-free wells. activation factor at 20 µM. 190,000 tested, 0.005% active. AID 1214;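 active = activation factor of 2 or more at 20 µM, relative to plate controls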
Lmaj promast: reduces viability of Leishmania major promastigotes; resazurin fluorescence viability; AID 1063; inhibition, % at 10 µM; 200,000 tested, 9% active;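 note: promastigotes grown with compound for 44 hours at 28 °C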
G6PDH CS: L. mesenteroides G6PDH inhibition counter-screen | inhibition, % at 5 µM | AID 1020 | 200,000 tested, 0.12% active | Purified L. mesenteroides G6PDH, diaphorase/resazurin coupled fluorescence, 45 min
Hsp70 activator: Hsp70 transcriptional activation, primary screen | HeLa Hsp70 promoter luciferase reporter, luminescence; scaled: vehicle 0, proteasome-inhibitor control 100% | activation, % at 10 µM | 200,000 tested, 0.04% active;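 active = activation above the mean across all tested compounds plus 3 SD, cutoff set per campaign, cut at about 5.5% in these data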;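 note: 100% = MG132 at 30 µM as the positive control and 0% = DMSO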
DTT redox prof: compounds producing H2O2 with reducing agent – biochemical, NIH compound library profiling, artefact control for MLSCN library redox annotation, primary screen; activation, % at 10 µM; 200,000 tested, 0.03% active; AID 878; DTT-dependent redox cycling H2O2, phenol red/HRP absorbance; 100% = 100 µM peroxide control, 0% = buffer;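 active = activation of at least 50% relative to the plate's high and low controls in the primary single-dose screen; inactive = activation below 50%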;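 note: compound incubated with DTT at 0.8 mM final as the reducing agent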
S1P3 antag: blocks the human S1P3 receptor. AID 485. inhibition, % at 4.98 µM. Q99500. 170,000 tested, 0.27% active. CHO S1P3 NFAT-BLA reporter, FRET fluorescence, antagonist mode;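 active = inhibition above the plate cutoff, the mean inhibition of test wells on that plate plus 3 SD, cut at about 28% in these data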;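 note: cells challenged with S1P at its EC80 of 0.8 µM; blue over green emission ratio from cleaved BLA substrate after 4 h stimulation; 0% = S1P-stimulated wells and 100% = unstimulated DMSO-only wells; some compounds past the cut are filed as inactive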
Target sequence (Q99500 whole entry, looked up): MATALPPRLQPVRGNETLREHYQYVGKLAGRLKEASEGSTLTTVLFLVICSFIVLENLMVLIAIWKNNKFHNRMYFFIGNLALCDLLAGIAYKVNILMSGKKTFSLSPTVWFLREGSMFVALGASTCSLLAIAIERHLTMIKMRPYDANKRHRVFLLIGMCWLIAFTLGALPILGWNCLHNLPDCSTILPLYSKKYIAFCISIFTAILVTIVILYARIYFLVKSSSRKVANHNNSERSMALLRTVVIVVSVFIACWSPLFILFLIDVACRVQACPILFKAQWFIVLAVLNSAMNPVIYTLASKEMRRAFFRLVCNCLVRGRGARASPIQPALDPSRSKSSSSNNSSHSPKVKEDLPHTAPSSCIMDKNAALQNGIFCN
Diaphorase inh: diaphorase inhibition or chemical oxidation counter-screen; diaphorase resazurin-to-resorufin fluorescence, NADH, 16 min; bacterial (C. kluyveri) enzyme, not human; inhibition, % at 20 µM; 190,000 tested, 0.69% active; AID 1217;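 active = primary screen inhibition at 20 µM above a set limit, cut at about 50% in these data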;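 note: plate controls were DMSO with full reaction for no effect and wells lacking NADH for full effect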
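Test system: bacterial diaphorase enzyme (C. kluyveri); Quantity: 0.14 U/mL diaphorase, enzyme working solution; Times: reaction incubation of 16 min at room temperature; Measured by: fluorescence of resorufin formed from resazurin, Ex 544/Em 590 nm; Benchmarks: positive control minus NADH, DMSO neutral control.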
Diaphorase act: counter-screen for diaphorase-based assays: diaphorase activators and chemical reducers; 190,000 tested, 0.005% active; Diaphorase/resazurin coupled assay, resorufin fluorescence, 16 min; active compounds read high; 1 = vehicle wells, 0 = NADH-free wells; AID 1229; activation factor at 20 µM;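 active = diaphorase activity raised at least twofold by the compound at 20 µM; inactive = activation factor below 2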
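test system = bacterial diaphorase enzyme (C. kluyveri) | quantity = enzyme 0.07 U/mL final | reagent = NADH substrate 0.114 mM plus resazurin dye 0.1 mM, final | incubation = 16 min enzyme reaction, ambient temperature | buffer or medium = HEPES pH 7.4 buffer with MgCl2 and Tween 20 | signal = fluorescence of resorufin, 544 nm excitation, 590 nm emission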
RAM inhibit: yeast RAM network inhibition; 190,000 tested, 1.8% active; inhibition, % at 50 µM; S. cerevisiae dse1pr::URA3 reporter, 5-FOA growth OD615, 2 d; analog-sensitive cbk1-as2 kinase mutant strain;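 active = inhibition above a set limit, 3 SD over mean compound inhibition, cut at about 8.4% in these data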;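 note: 0% = DMSO-only wells with no growth and 100% = 10 µM 1-NA-PP1 full growth; inhibition rescues growth on 5-FOA so higher OD means more RAM inhibition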
* hit, by the source's call; · = no result given. Cut-off read from the data, not from the text of the source, unless noted: active = inhibition above about 50%; inactive = the rest.

SMILES | PMI act hi M6P | TLR4 MyD88 comp | PMI activator | Lmaj promast | G6PDH CS | Hsp70 activator | DTT redox prof | S1P3 antag | Diaphorase inh | Diaphorase act | RAM inhibit
Cn1c(=O)c2c(SCCN3CCOCC3)nc(C3CCCC3)nc2n(C)c1=O | 1.1 | 0 | 1.1 | 11 | -2 | -0.3 | -0.3 | -2 | 11 | 0.9 | 1.1
CCC(Sc1nc2n[nH]c(C)c2c(=N)n1-c1cccc(Cl)c1)C(=O)NCCOC (stereo unspecified) | 0.9 | -5 | 0.9 | 22 | 6 | -0.4 | 0.0 | -16 | 18 | 0.8 | 0.9
CCSC1=C(C#N)C(c2cccs2)C(C(=O)OC)=C(C)N1 (stereo unspecified) | 1 | -8 | 1 | 24 | 5 | 0.0 | 1.1 | · | 25 | 0.8 | 1.6
COC(=O)C(Sc1nc(C)cc(C)c1C#N)c1ccccc1 (stereo unspecified) | 0.9 | -3 | 1 | 98* | 1 | -0.3 | -5.1 | · | 11 | 0.9 | 12*
Cn1[nH]c(C(F)(F)F)c(C=NCc2ccc(Cl)cc2)c1=O | 1 | 12 | 1 | -10 | 2 | -0.1 | -1.1 | -15 | 3 | 1 | 0.8
CC(=O)NCCOc1nc(N2CCCCC2)nc(N2CCCCC2)n1 | 1.1 | -10 | 1 | 96* | 6 | -0.2 | -1.0 | -12 | 5 | 0.9 | -0.4
COc1ccc(-c2nnn(CC(=O)N(C3CCCC3)C(C)C(=O)NC3CCCC3)n2)cc1OC (stereo unspecified) | 0.9 | 2 | 0.9 | 6 | 12 | -0.3 | 0.3 | 2 | 24 | 0.8 | -0.6
O=C(NCc1cccnc1)c1cc(Sc2ccccc2Cl)nc2ccccc12 | 1 | -6 | 0.9 | 78* | -13 | -0.2 | 0.5 | -8 | 0 | 1 | 0.9
C=CCOC(=O)C(=O)/C=C/c1csc2ccccc12 | 0.8 | 6 | 1 | 0 | 19 | -0.1 | 0.5 | -8 | 34 | 0.7 | 4.7
CC(=O)c1ccc(-n2c(-c3cc(-c4ccco4)[nH]n3)n[nH]c2=S)cc1 | 1 | 0 | 1 | -1 | 1 | -0.4 | 0.1 | · | 12 | 0.9 | -0.8
Cc1cc(C(=O)CSC(C)c2nc3ccccc3c(=O)[nH]2)c(C)n1C (stereo unspecified) | 0.9 | 0 | 1 | 2 | 2 | 0.2 | 2.2 | 10 | 19 | 0.8 | 0.0
Cc1ccc(NC(=O)Nc2ccccc2)c(Br)c1 | 1 | 2 | 1 | -6 | -5 | -0.3 | 1.2 | 15 | 7 | 0.9 | 3.0
COc1ccc2nc(NC(=O)c3ccccc3-c3ccccc3C(=O)O)sc2c1 | 1 | 3 | 1.1 | -5 | 3 | 0.0 | -0.4 | -10 | -10 | 1.1 | 4.5
CC(C)(C)c1cc(OS(C)(=O)=O)ccc1O | 0.8 | 11 | 0.9 | -3 | 7 | -0.2 | -0.8 | -7 | 12 | 0.9 | 2.8
CC(NC(=O)/C=C/c1ccccc1)c1ccccc1 (stereo unspecified) | 0.9 | -13 | 0.9 | -4 | 9 | 0.2 | 0.1 | -2 | 19 | 0.8 | 1.9
CSc1nccc(N2CCN(c3ccc(F)cc3)CC2)n1 | 1 | -2 | 1 | 8 | 1 | -0.2 | -0.6 | 7 | 11 | 0.9 | 0.8
CCOC(=O)N1CCN(c2ccc3nnnn3n2)CC1 | 1.1 | -13 | 1 | -6 | 1 | -0.7 | 0.2 | 14 | 8 | 0.9 | 1.3
CCOc1ccc(CC2S/C(=N/c3ccccn3)NC2=O)cc1 (stereo unspecified) | 1 | 1 | 1 | 36 | 3 | -0.3 | 1.2 | 5 | 10 | 0.9 | 0.0
O=C(CCCn1c(SCC(=O)NC2CCCCC2)nc2ccccc2c1=O)NCC1CCCO1 (stereo unspecified) | 0.9 | -2 | 1 | -5 | 3 | 0.1 | -1.2 | · | 18 | 0.8 | 1.4
CN(CC(=O)Nc1ccccc1N1CCOCC1)S(=O)(=O)c1ccc(F)cc1 | 1 | -3 | 1 | -4 | 0 | -0.4 | -6.6 | · | 6 | 0.9 | 2.0

Part of the list above, with two lines to a compound:
Every second line gives: PMI act hi M6P, TLR4 MyD88 comp, PMI activator, Lmaj promast, G6PDH CS, Hsp70 activator, DTT redox prof, S1P3 antag, Diaphorase inh, Diaphorase act, RAM inhibit
CCOc1ccc(CC2S/C(=N/c3ccccn3)NC2=O)cc1 (stereo unspecified)
    1, 1, 1, 36, 3, -0.3, 1.2, 5, 10, 0.9, 0.0
O=C(CCCn1c(SCC(=O)NC2CCCCC2)nc2ccccc2c1=O)NCC1CCCO1 (stereo unspecified)
    0.9, -2, 1, -5, 3, 0.1, -1.2, ·, 18, 0.8, 1.4

Next part.
SMILES | PMI act hi M6P | TLR4 MyD88 comp | PMI activator | Lmaj promast | G6PDH CS | Hsp70 activator | DTT redox prof | S1P3 antag | Diaphorase inh | Diaphorase act | RAM inhibit
CCOC(=O)Cc1cc(=O)n2[nH]c(-c3ccc(Cl)cc3)cc2n1 | 1 | -1 | 1 | -1 | 9 | -0.4 | 0.0 | · | 3 | 1 | 0.4
Cc1ccc(N(CC(=O)NCC2CCCO2)C(=O)Cn2nnc(-c3cccs3)n2)cc1 (stereo unspecified) | 0.9 | -5 | 0.9 | 1 | 13 | -0.3 | 0.3 | 8 | 31 | 0.7 | 0.6
O=C(c1n[nH]c(=O)c2ccccc12)N1CCN(c2ccccc2Cl)CC1 | 1 | -23 | 1 | -5 | 2 | -0.3 | 2.5 | -18 | 18 | 0.8 | 2.7
CC(C)CC(=O)NC(=S)Nc1ccc(Cl)cn1 | 1 | -7 | 0.9 | 0 | 9 | 0.0 | -0.6 | -11 | 12 | 0.9 | 0.0
O=C(NCC1CCCO1)C1CCN(CC2CCCCC2)CC1 (stereo unspecified) | 1 | 4 | 0.9 | -7 | 4 | 0.0 | -1.8 | -30 | 6 | 0.9 | 0.6
Cc1ccc(NC(=O)c2cc(C)n(-c3cccc(C)c3)c2C)cc1 | 0.9 | -11 | 0.9 | 1 | -12 | -0.1 | 2.3 | 15 | 20 | 0.8 | 6.7
Cc1cc(C)cc(N(CC(=O)NCC2CCCO2)C(=O)CCC(=O)Nc2cc(C)on2)c1 (stereo unspecified) | 1 | 13 | 1 | -4 | 2 | 0.1 | -0.9 | -29 | 8 | 0.9 | 1.9
O=C(Cn1cnc2ccccc2c1=O)Nc1ccccc1N1CCOCC1 | 1.2 | 0 | 1.4 | 5 | 4 | 0.3 | 0.4 | -17 | -10 | 1.1 | 1.5
CC(C)c1[nH]nc2c1C(C(C)C)C(C#N)=C(N)O2 (stereo unspecified) | 0.9 | 4 | 1 | 69* | 1 | 0.2 | -1.0 | -44 | 16 | 0.8 | 0.1
O=C(Nc1cn(-c2ccccc2)nc1-c1ccc(F)cc1)c1ccccc1 | 1 | 15 | 0.9 | -3 | 2 | -0.2 | 0.1 | 7 | 7 | 0.9 | 2.3
CC(CCc1ccccc1)NC(=O)CCN1N=C(c2ccccc2)CCC1=O (stereo unspecified) | 1 | -1 | 1 | 6 | 11 | -0.3 | -0.1 | -6 | 6 | 0.9 | 2.0
COc1ccc(OC)c(CN2CCCC(C(=O)c3ccccc3SC)C2)c1 (stereo unspecified) | 1 | 1 | 1 | 49 | 4 | -0.1 | -0.8 | 1 | 10 | 0.9 | 1.3
CCc1cc2c(=O)n(CCC(C)C)c(=S)[nH]c2s1 | 1.1 | 5 | 1.1 | -1 | -6 | -0.2 | -0.7 | -2 | 56* | 0.4 | 4.5
CC(C)CNC(=O)c1cccc(NC(=O)c2ccco2)c1 | 0.9 | 8 | 0.9 | 79* | 4 | -0.4 | 0.2 | · | 15 | 0.9 | 1.5
O=C(NC1CCCC1)c1cccc(NC(=O)c2ccco2)c1 | 1.2 | 3 | 1.1 | 86* | 8 | 0.1 | -0.1 | · | -11 | 1.1 | 1.2
COc1ccc(C(N)=O)cc1NC(=O)c1cccc(F)c1 | 1 | 4 | 1 | 2 | 5 | -0.3 | 1.8 | -23 | -11 | 1.1 | 1.2
N#CCC(=O)N/N=C/c1ccc(OCC(=O)Nc2ccc(F)cc2)cc1 | 1.1 | 11 | 1.1 | 2 | 12 | 0.0 | 1.8 | 0 | 0 | 1 | 2.2
CSc1cccc(NS(=O)(=O)c2cccc3nsnc23)c1 | 0.9 | 8 | 0.8 | -7 | 8 | -0.2 | -3.0 | · | 25 | 0.8 | -0.2
COc1cccc(CNC(=O)CC2C(=O)NCCN2Cc2ccoc2)c1OC (stereo unspecified) | 0.9 | -3 | 0.9 | -3 | 5 | 0.0 | 0.6 | -16 | 13 | 0.9 | 2.2
CC(OC(=O)c1cccs1)C(=O)Nc1nc(-c2ccccc2)cs1 (stereo unspecified) | 1 | 0 | 0.9 | 3 | -12 | 0.3 | 0.1 | -5 | 24 | 0.8 | 1.3
COC(=O)c1c(C)oc2ccc(NS(=O)(=O)c3cccs3)cc12 | 0.9 | -3 | 0.9 | 0 | -35 | -0.2 | 1.0 | · | 14 | 0.9 | 3.9
O=C(Cc1ccccc1)Nc1ccc(F)cc1 | 1 | 0 | 0.9 | -1 | 7 | -0.3 | -1.0 | 0 | 32 | 0.7 | 0.2
[O-][n+]1onc2c1CCC1N(O)C(c3ccccc3)CC21O (stereo unspecified) | 1.1 | 5 | 1 | -1 | 2 | -0.3 | 0.3 | -24 | 4 | 1 | 2.1
N#CCc1ccc(NC(=O)/C=C/c2ccc([N+](=O)[O-])o2)cc1 | 0.9 | 7 | 1.2 | 101* | -8 | 2.4 | -0.3 | 1 | -4 | 1 | 1.6
CNCc1cn2cc(Cl)ccc2n1 | 0.8 | 4 | 0.8 | -4 | 9 | -0.5 | 0.4 | 10 | 15 | 0.8 | -0.6
C=CCN1C(=O)c2oc3ccccc3c(=O)c2C1c1ccc(O)c(OC)c1 (stereo unspecified) | 1 | 8 | 1.1 | -8 | -1 | -0.1 | -1.8 | 1 | -2 | 1 | 1.9
CCC(Sc1nc2ccccc2c(=O)n1CC1CCCO1)C(=O)NCc1cccnc1 (stereo unspecified) | 0.9 | -29 | 0.9 | 4 | 4 | -0.3 | -0.3 | · | 22 | 0.8 | -0.2
Cc1ccc(C2=NCCNC2=O)c(C)c1 | 1 | 5 | 1 | -1 | 11 | -0.2 | 1.1 | · | 6 | 0.9 | 0.4
